Bioassay records (PubChem)
PAFAH1B2 inh: inhibitors of human PAFAH1B2 | P68402 | recombinant PAFAH1B2, FP-rhodamine activity probe, fluorescence polarization | inhibition, % at 3.39 µM | hit rate 1.2% among 340,000 | AID 492953;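 active = inhibition above the mean of all tested compounds plus 3 SD, cut at about 24% in these data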;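 also: 0% = enzyme with DMSO and 100% = wells lacking PAFAH1B2; many of its hits are not listed in these tables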
MEX-5 binding: C. elegans MEX-5 TCR-2 RNA binding activity; MEX-5/FITC-TCR2 RNA binding, fluorescence polarization; hits give low values; Q9XUB2; hit rate 0.38% among 300,000; AID 1832; activity score (negative = inhibition of binding), % at 10 µM;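 active = inhibition past about -25% in most replicates, and total fluorescence under double the plate's negative control median, limit read from the data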;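 also: 0% = DMSO and -100% = 5 µM competing unlabeled TCR2 RNA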
Fam108B counter: counter-screen for RBBP9 inhibitors: inhibitors of mouse Fam108B. hit rate 0.33% among 300,000. AID 1947. inhibition, % at 9.51 µM. recombinant Fam108B, FP-Rh probe fluorescence polarization;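 active = inhibition above the screen mean inhibition plus 3 SD, computed separately per campaign, cut at about 18% in these data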;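 also: inhibitors lower polarization as less probe binds the enzyme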
GLD-1 TGE inh: GLD-1-TGE RNA interaction inhibition (C. elegans) | Q17339 | purified GLD-1 + fluorescein TGE RNA, fluorescence polarization | inhibition, % at 5.96 µM | hit rate 0.44% among 320,000 | AID 2280;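 active = percent inhibition above a per-plate cutoff, the plate mean of test compounds plus 3 SD, cut at about 30% in these data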;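 also: 0% = DMSO wells with GLD-1 and probe and 100% = wells lacking GLD-1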
Bcl-xL primary: blocks human Bcl-xL binding to Bim BH3 peptide | Q07817 | GST-Bcl-xL / FITC-Bim BH3 peptide fluorescence polarization | inhibition, % at 10.9 µM | hit rate 0.7% among 320,000 | AID 2129;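 active = inhibition above the mean of all tested compounds plus 3 SD, cutoff set per campaign, cut at about 30% in these data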;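 also: 0% = DMSO wells and 100% = unlabeled Bim-BH3 peptide competitor; inhibitors lower millipolarization by displacing the labeled peptide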
MCL1-BIM inh: inhibitors of human MCL1 binding to BIM-BH3 peptide. Q07820. GST-MCL1 / FITC-Bim-BH3 fluorescence polarization. inhibition, % at 10.9 µM. hit rate 0.68% among 320,000;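 active = inhibition above the mean inhibition of all tested compounds plus 3 SD, set per campaign, cut at about 40% in these data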;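 also: 0% = DMSO wells and 100% = unlabeled Bim-BH3 peptide control; higher means more loss of mP so more displacement of Bim peptide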
pPAFAH inh: inhibitors of human plasma PAF acetylhydrolase (pPAFAH); recombinant pPAFAH, FP-rhodamine probe fluorescence polarization; inhibition, % at 3.39 µM; hit rate 1.5% among 330,000; AID 463082;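 active = inhibition above the mean inhibition across the screen plus 3 SD, cut at about 25% in these data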;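 also: inhibitors block binding of the rhodamine activity-based probe so polarization drops; 0% = enzyme with DMSO and 100% = wells lacking pPAFAH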
AHR activator: human AHR activation; P35869; AHR-responsive luciferase reporter cells, luminescence; activation, % at 5 µM; hit rate 2.5% among 320,000; AID 2796; in the data active = activation above about 47%;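 also: 0% = vehicle wells and 100% = reference agonist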
PME-1 inh: PME-1 (human) inhibition. inhibition, % at 5.9 µM. Q9Y570. hit rate 0.53% among 320,000. recombinant PME-1, FP-Rh probe fluorescence polarization;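 active = inhibition above the campaign mean of all compounds plus 3 SD, cut at about 26% in these data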;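 also: competitive labeling of PME-1 active site by serine hydrolase directed probe; 0% = PME-1 with DMSO and 100% = wells lacking PME-1 enzyme; inhibitors block probe labeling so polarization falls and inhibition rises; many of its hits are not listed in these tables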
* hit, by the source's call; x = not tested or not shown. Only part of the results is shown, so the mix of outcomes need not match the whole.

SMILES	PAFAH1B2 inh	MEX-5 binding	Fam108B counter	GLD-1 TGE inh	Bcl-xL primary	MCL1-BIM inh	pPAFAH inh	AHR activator	PME-1 inh
COc1cccc(C(=O)Nc2cc3c(cc2N2CCOCC2)n(C)c(=O)n3C)c1	-2	-4.1	7	-5	9	8	-1	4	-2
COc1ccc2c(C)cc(=O)[nH]c2c1	-13	1.2	2	8	7	10	3	-2	-4
CCc1nc(C)cn1S(=O)(=O)c1cc([N+](=O)[O-])ccc1Cl	5	-1.0	4	1	7	0	-1	-1	5
CC(=O)c1ccc(NC(=O)CSc2cn[nH]n2)cc1	3	4.3	2	-4	4	0	4	0	-1
Cc1cc(C(=O)Nc2cccc(O)c2)co1	6	-0.7	-4	6	4	6	7	3	1
CCOC(=O)C1CCCN(C(=O)C2CCN(c3nnc(-n4cccc4)s3)CC2)C1 (stereo not given)	0	-1.3	1	3	-6	-2	0	-1	-4
COCCCNC(=O)C1c2ccccc2Oc2ccccc21	3	-1.6	-3	7	1	-2	11	1	-3
CCOC(=O)c1c(C)[nH]c(C(=O)CN2C(=O)NC(C)(c3ccc4ccccc4c3)C2=O)c1C (stereo not given)	-5	4.9	-22	9	-1	-1	-8	5	-36
CSCC[C@H](NC(=O)c1cccnc1)c1nnc2ccccn12	1	5.0	2	5	0	4	2	-1	-4
CCn1c(SCc2nc3ccccc3[nH]2)nnc1-c1cccnc1	1	-1.0	1	1	6	6	-2	10	-2
COc1cccc(CNC(=O)CCC2CCCN(C(=O)c3cc4ccccc4o3)C2)c1 (stereo not given)	2	-0.1	0	-4	-2	-1	23	11	1
Cc1nc2sc3c(c2c(=O)o1)CCC3	8	0.9	10	-15	13	15	-7	0	-2
COc1ccccc1N1CCN(C2CCCN(C(=O)c3snnc3C)C2)CC1 (stereo not given)	10	x	5	11	-1	5	4	-1	3
Cc1ccc(S(=O)(=O)c2ccc(C)cc2)cc1	11	-2.4	1	2	6	3	6	-1	4
Cc1ccccc1-c1nc(CS(=O)(=O)CC(=O)NCCN2CCCC2)c(C)o1	1	0.6	-1	-1	2	-1	1	-4	-5
CCN(CC)CCN(C(=O)c1ccc(CN2CCCCC2)o1)C(C(=O)NC1CCCCC1)c1ccc(F)cc1 (stereo not given)	2	0.8	-1	-3	2	-5	-3	0	-5
COc1ccccc1C(=O)NCCC(=O)Nc1ncccc1O	5	0.8	0	0	5	0	5	-2	-6
O=C(CSCCO)Nc1cccc([N+](=O)[O-])c1	-2	-1.2	2	6	5	4	-3	0	-2
COc1cccc2cc(/C(=N/O)c3ccc(Br)cc3)oc12	1	3.2	-1	-4	-3	-3	4	21	2
Cc1cc(OCCN2CCN(S(=O)(=O)c3ccccc3F)CC2)ccc1C(C)C	2	x	x	9	-6	-22	6	1	0
Nc1ccc(Cl)c(S(=O)(=O)Nc2ccccc2Cl)c1	3	-2.3	-1	1	0	3	7	3	-5
O=C(Nc1cccc(O)c1)c1cccc(S(=O)(=O)N2CCCC2)c1	7	4.1	3	5	4	-5	1	4	1
Cc1ccc(-c2cc(C(=O)Nc3cccnc3)c3ccccc3n2)o1	13	-0.2	5	-2	13	25	0	11	0
O=C(O)CCCN1C(=O)C(=O)/C(=C(/O)c2ccc(Cl)cc2)C1c1ccccc1 (stereo not given)	3	-2.1	2	3	-1	-3	1	4	-1
CCOC(=O)C(CC(=O)O)N1CCCCC1 (stereo not given)	3	0.4	5	3	1	4	-1	2	-4

In another format: 7 of the compounds above.
| Structure | PAFAH1B2 inh | MEX-5 binding | Fam108B counter | GLD-1 TGE inh | Bcl-xL primary | MCL1-BIM inh | pPAFAH inh | AHR activator | PME-1 inh |
| --- | --- | --- | --- | --- | --- | --- | --- | --- | --- |
| Nc1ccc(Cl)c(S(=O)(=O)Nc2ccccc2Cl)c1 | 3 | -2.3 | -1 | 1 | 0 | 3 | 7 | 3 | -5 |
| Cc1ccc(S(=O)(=O)c2ccc(C)cc2)cc1 | 11 | -2.4 | 1 | 2 | 6 | 3 | 6 | -1 | 4 |
| CCOC(=O)c1c(C)[nH]c(C(=O)CN2C(=O)NC(C)(c3ccc4ccccc4c3)C2=O)c1C (stereo not given) | -5 | 4.9 | -22 | 9 | -1 | -1 | -8 | 5 | -36 |
| COc1cccc(C(=O)Nc2cc3c(cc2N2CCOCC2)n(C)c(=O)n3C)c1 | -2 | -4.1 | 7 | -5 | 9 | 8 | -1 | 4 | -2 |
| COc1ccc2c(C)cc(=O)[nH]c2c1 | -13 | 1.2 | 2 | 8 | 7 | 10 | 3 | -2 | -4 |
| COc1cccc(CNC(=O)CCC2CCCN(C(=O)c3cc4ccccc4o3)C2)c1 (stereo not given) | 2 | -0.1 | 0 | -4 | -2 | -1 | 23 | 11 | 1 |
| COc1ccccc1C(=O)NCCC(=O)Nc1ncccc1O | 5 | 0.8 | 0 | 0 | 5 | 0 | 5 | -2 | -6 |

The list goes on:
SMILES	PAFAH1B2 inh	MEX-5 binding	Fam108B counter	GLD-1 TGE inh	Bcl-xL primary	MCL1-BIM inh	pPAFAH inh	AHR activator	PME-1 inh
Cc1[nH]c2ccccc2c1C(=O)CSc1nc2ccccc2c(=O)n1CCCN1CCOCC1	-1	1.0	-8	0	2	1	-9	-5	-14
CC(=O)c1cccc(NC(=S)N2CCN(CCN3C(=O)c4cccc5cccc(c45)C3=O)CC2)c1	-5	-0.8	-2	0	6	1	6	1	1
O=[N+]([O-])c1ccc(OCc2nnc(-c3ccccc3)o2)cc1	5	-1.4	4	-3	3	-6	1	4	0
Cn1cnnc1SCC(=O)Nc1ccc(S(N)(=O)=O)cc1	-1	0.9	-3	7	5	7	2	0	4
Cc1cc(C)c(S(=O)(=O)N2CCN(C(=O)C(C)Cn3nc(C)nc3C)CC2)c(C)c1 (stereo not given)	2	0.6	1	0	3	0	0	1	-3
COc1cccc(S(=O)(=O)NCc2ccc3c(c2)OCO3)c1	8	-0.7	4	4	6	10	3	3	4
O=C(NCC1CCCO1)c1ccc(/C=N/O)nc1 (stereo not given)	3	x	-2	6	-4	-10	8	0	-2
CCOC(=O)C1CCN(C(=O)c2ccc3c(c2)C(=O)N(c2ccccc2C)C3=O)CC1	6	1.2	-1	5	-1	2	3	-3	-1
CC(C)COC(=O)C1C2C=CC3(CN(C4CCCC4)C(=O)C13)O2 (stereo not given)	1	0.2	-3	-3	1	5	-2	-1	-6
CCOC(=O)c1c(C)[nH]c(C)c1C(=O)CSc1nc2ccccc2[nH]1	2	0.4	2	3	0	-4	11	59*	3
O=C(Nc1ccc([N+](=O)[O-])cc1)C1CC1(c1ccccc1)c1ccccc1 (stereo not given)	-4	-3.8	-9	10	5	11	-6	16	-11
CCCn1c(=NC(C)=O)c(C(=O)OCC)cc2c(=O)n3ccccc3nc21	2	x	-3	7	3	3	1	7	-2
CC(Nc1ccc2ccccc2c1)C(=O)N/N=C/c1ccncc1 (stereo not given)	0	x	x	4	5	12	3	10	4
Cc1ccc(NC(=O)COC(=O)CNC(=O)c2ccc(C)s2)cc1	5	-0.4	-5	-5	-6	-9	-8	2	-5
Cc1cc(C)cc(OCC(=O)Nc2cc(C)on2)c1	3	-1.5	1	3	0	-9	5	-2	-1
O=C1CCCC2=C1C(c1ccsc1)CC(=O)N2c1ccccc1 (stereo not given)	2	-1.5	3	0	2	-1	0	-1	2
CCC1=NN2C(=N)/C(=C/c3cc(C)n(-c4ccccc4)c3C)C(=O)N=C2S1	1	-0.5	4	-9	5	1	4	6	0
Cc1ccc(C(=O)Nc2cccc3ncccc23)cc1[N+](=O)[O-]	10	2.0	2	3	4	-3	6	3	1
COc1cc(/C=N/NC(=O)CC2C(=O)NN=C2C)ccc1O (stereo not given)	3	-6.7	1	-2	5	6	-4	3	-9
Cc1cccc(N2CCN(S(=O)(=O)c3cc4c(cc3Cl)NC(=O)CO4)CC2)c1C	-2	-4.1	-4	0	0	1	2	1	-5
Cc1ccc(S(=O)(=O)NCc2ccccc2)cc1C(=O)N(C)Cc1ccc(F)cc1	8	1.8	0	9	6	10	6	1	8
C=CCn1cc(Cl)c(=O)n(CC=C)c1=O	-4	-1.1	1	0	0	2	5	-1	-1
Cn1cc(NC(=O)OCc2ccc(Cl)cc2)c(C(F)(F)F)n1	3	1.5	4	1	6	2	2	-1	2
CC(C)c1ccccc1NC(=O)CNC(C)c1ccc(F)cc1 (stereo not given)	x	0.8	3	0	-2	1	7	-1	2
O=C1CCCc2c1[nH]c1c(Br)cccc21	4	0.6	3	-6	-7	0	1	-4	1

Fetched one by one from above, two records:
SMILES	PAFAH1B2 inh	MEX-5 binding	Fam108B counter	GLD-1 TGE inh	Bcl-xL primary	MCL1-BIM inh	pPAFAH inh	AHR activator	PME-1 inh
Cc1ccc(C(=O)Nc2cccc3ncccc23)cc1[N+](=O)[O-]	10	2.0	2	3	4	-3	6	3	1
CCC1=NN2C(=N)/C(=C/c3cc(C)n(-c4ccccc4)c3C)C(=O)N=C2S1	1	-0.5	4	-9	5	1	4	6	0

Later entries.
SMILES	PAFAH1B2 inh	MEX-5 binding	Fam108B counter	GLD-1 TGE inh	Bcl-xL primary	MCL1-BIM inh	pPAFAH inh	AHR activator	PME-1 inh
N=c1c(C(=O)NCc2ccccc2)cc2c(=O)n3ccccc3nc2n1CCCN1CCOCC1	2	x	5	-1	18	9	4	0	5
CCOC(=O)C(CCCCC(NC(C)=O)(C(=O)OCC)C(=O)OCC)(NC(C)=O)C(=O)OCC	5	3.0	0	2	6	4	7	-2	-2
C[C@H](CO)N1C[C@H](C)[C@@H](CN(C)S(=O)(=O)c2ccc(F)cc2)Oc2ccc(NS(=O)(=O)c3ccc(F)cc3)cc2C1=O	9	x	x	2	x	x	20	0	x
Cn1c(CCN2CCCCC2)nc2cc(NC(=O)NC3CCCCC3)ccc21	-3	0.2	0	6	8	14	1	-2	-2
COc1ccc(OC)c(S(=O)(=O)Nc2ccc(OCC(=O)O)cc2)c1	-3	-1.3	2	-3	3	4	2	-2	0
CC(C)(C)NC(=O)Cn1nnc(-c2ccccc2NC(=O)c2ccco2)n1	1	-0.3	-3	2	2	-1	2	1	3
CC(C)(C)C(=O)Nc1ccc(NC(=O)C(C)(C)C)cc1	-1	-1.9	2	2	1	1	0	1	-2
Cc1ccc(-n2ncc3c2CCCC3NC(=O)c2ccoc2)cc1C (stereo not given)	4	0.5	-1	3	6	8	2	0	5
O=C(NN1CCOCC1)c1ccc(Cl)cc1Cl	6	4.2	1	4	3	3	-1	0	-4
Cc1nc(COc2cccc(Cl)c2)sc1C(=O)/C=C/N(C)C	4	-2.3	-2	-10	-9	-5	-4	1	-2
Cn1cc(/C=N/NC(N)=S)c2ccccc21	2	-0.5	-4	-2	4	11	0	15	-6
Cc1ccc(SCCC(=O)OCC(=O)NCC2CCCCC2)cc1	21	-0.4	-2	1	3	-1	12	2	3
O=C(c1cn(CC2CCCCC2)nn1)N1CCN(c2ccc(F)cc2)CC1	6	-1.9	2	3	6	1	16	-2	-3
